# Abeta rescue: qHTS for compounds that reverse cellular toxicity of Amyloid beta (A-beta) peptide in yeast: Primary Screen | yeast expressing A-beta42, growth rescue, OD600, 48 h; response scale: 0% DMSO, 100% iron-clioquinol control | Potency, µM (doses to about 46.1 µM), for inactives: at the highest dose growth rescue, actives largely listed as activators | 0.063% of 410,000 active; also: potency is read from the fitted curve at half-maximal effect; nearly all actives have a fitted effect of over 55% in size
#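 Yeast growth medium received pinned compounds, then yeast cells expressing toxic A-beta were added; plates incubated at 30 C for 48 hr. Growth read as absorbance at 600 nm, normalized to DMSO and equimolar FeCl3 plus clioquinol controls.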
# Mm-Cpn inhibitor: Inhibitors of TCP-1 ring complex (TRiC) of Methanococcus maripaludis (MmCpn): qHTS | Chaperonin Mm-Cpn (Methanococcus maripaludis) | purified Mm-Cpn ATPase, ADP Transcreener TR-FRET | Potency, µM (highest dose often 76.9 µM), for inactives: at the highest dose activity, negative = inhibition, usual class: inhibitors | 0.031% of 330,000 active | AID 504842, 2011; also: potency is read from the fitted curve at half-maximal effect; % is scaled to controls: 0 for no effect and ±100 for the full control effect; nearly all actives have a fitted effect of over 80% in size
#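 Purified archaeal Mm-CPN (25nM final) preincubated 10 min at 37degC with compound, then 10uM ATP for 30 min at 37degC; ADP measured by HTRF Transcreener TR-FRET; buffer 30 mM TRIS pH 7.4, 100mM KCl, 5mM MgCl2, 1mM DTT.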
# Nrf2 activator: qHTS of Nrf2 Activators | AREc32 ARE-luciferase reporter (MCF7-derived line), luminescence, 24 h | Potency, µM (doses to about 46.1 µM), inactives show at the top dose activation, usual class: activators | 0.31% of 410,000 active; also: potency is read from the fitted curve at half-maximal effect; % of control where 0% means no effect; nearly all actives have a fitted effect of over 65% in size
#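 Luciferase luminescence (Steady-Glo, 30 min at room temperature) served as the read-out of ARE activation in AREc32 cells treated with compounds for 24 hr at 37 deg C.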
# HepG2 tox: qHTS for Inhibitors of TGF-b: Cytotox Counterscreen; HepG2 CAGA-GFP viability, ATP luminescence, 18 h; Potency, µM (highest dose often 46.1 µM), for inactives: at the top dose activity change, negative = cytotoxicity, actives largely listed as cytotoxic; 0.76% of 410,000 active; AID 588856, 2011; also: potency is read from the fitted curve at half-maximal effect; some results filed as inactive show a strong effect at the top dose
#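 HepG2 CAGA-GFP cells (1000/well, DMEM with 1% FBS) received compound, then TGF-beta at 500 pg/mL final, and were incubated 18 hours at 37 degrees C. Viability was read by CellTiter-Glo luminescence. Media-only wells were set as complete cell-killing and DMSO as no toxicity.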
# CCT modulator: High-Throughput Screening for Modulators of Cytosolic Chaperonin Activity; purified chaperonin ATPase assay, HTRF ADP detection, 30 min; activity change, % (test concentration not listed), hits read low; 0.3% of 360,000 active; AID 651819, 2012; in the data active = activity change below about -30%; also: % is scaled to controls: 0 for no effect and ±100 for the full control effect
#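 TRiC at 40 or 20 nM final (batch-dependent) in 30 mM Tris pH 7.4, 100 mM KCl, 5 mM MgCl2, 1 mM DTT, with compound at single 76 uM and 10 uM ATP, 30 min at 37 deg C. ADP detected by HTRF Transcreener, 665/615 ratio.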
# Nrf2 inh: Nrf2 qHTS screen for inhibitors; A549 ARE-Fluc reporter, luciferase luminescence, 18-24 h; Potency, µM (top dose mostly 46 µM), for the others: at the highest dose activity change, negative = inhibition, actives largely listed as inhibitors; 2.1% of 360,000 active; AID 504444, 2011; also: potency is read from the fitted curve at half-maximal effect; % is scaled to controls: 0 for no effect and ±100 for the full control effect; nearly all actives have a fitted effect of over 60% in size
#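 Two sequential reads on A549 ARE_Fluc cells exposed to compound for 18-24 h: a CellTiter-Fluor fluorescence read for viability, then a luciferase luminescence read for Nrf2/ARE activity.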
# pAkt inh: HTS Assay for Inhibitors of Akt Phophorylation: Primary Screen; Neuro2A IGF-stimulated pAkt S473 HTRF, 20 min; hits give low values; 0.32% of 360,000 active; AID 651550, 2012; activity change, % for hits at 50 µM; in the data active = activity change below about -80%; inconclusive = mostly about -51% to -80%; also: % is scaled to controls: 0 for no effect and ±100 for the full control effect
#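 Neuro2A cells in DMEM with 0.5% FBS, overnight at 37 deg C, given compound at single 50 µM final, then IGF (6 nM final) for 20 min at 37 deg C. Lysed; phospho-Akt Ser473 by HTRF after 24 h, 665/615 ratio.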
# TGFb SMAD3 inh: qHTS for Inhibitors of TGF-b. HepG2 CAGA-GFP TGF-b/SMAD3 reporter, GFP fluorescence, 18 h; TGF-beta stimulated, 500 pg/mL final. Potency, µM (highest dose often 46.1 µM), for inactives: top-dose activity, negative = inhibition, most hits filed as inhibitors. 1.2% of 410,000 active. AID 588855, 2011; also: potency is read from the fitted curve at half-maximal effect; % is scaled to controls: 0 for no effect and ±100 for the full control effect; nearly all actives have a fitted effect of over 65% in size
#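 TGF-beta reporter screen: HEPG2 CAGA-GFP, 1% FBS, 500 pg/mL TGF-beta final, 18 h; per-cell GFP summed per well; curves fitted and categorized by class.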
# A549 tox: Nrf2 qHTS screen for inhibitors: counterscreen for cytotoxicity | A549 ARE-Fluc cells, CellTiter-Fluor viability, 18-24 h | Potency, µM (highest dose often 46 µM), for inactives: at the highest dose activity change, negative = cytotoxicity, most hits filed as inhibitors | 0.16% of 390,000 active | AID 504648, 2011; also: potency is read from the fitted curve at half-maximal effect; % is scaled to controls: 0 for no effect and ±100 for the full control effect
#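 A549 ARE-Fluc cells in 5% FBS OPTI-MEM, 5000 cells/well, rested 2 h then exposed to compounds in concentration-response for 18-24 h at 37 °C. Viability by CellTiter-Fluor fluorescence (Ex 405/Em 525) after 30 min; luciferase luminescence (BugLite, 15 min, RT) read afterwards.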
# * = called active by the depositor; i = inactive; ? = inconclusive; . = no result given; & = joins results of further samples; ! = not active in a repeat; [ ] = remark or other dose. Unless noted, calls follow the shape of the dose curve; as a rule, active = well fitted curve in the direction sought with a large enough effect; inconclusive = small, poorly fitted or top-dose-only effect, or another doubt; inactive = no such curve, though single readings can be large; an effect the other way counts as inactive or inconclusive.
SMILES,Abeta rescue,Mm-Cpn inhibitor,Nrf2 activator,HepG2 tox,CCT modulator,Nrf2 inh,pAkt inh,TGFb SMAD3 inh,A549 tox
O=C(CN1C(=O)CCC1=O)Nc1ccc2c3c(cccc13)CC2,24%[9.22 µM],0%,-0.1%,-3%,0.0,.,i,-7%,-4%
Cc1ccccc1Nc1c(-c2ccc(Cl)s2)nc2c(C)cccn12,-5%,.,4.2%,-10%,.,28%,.,4%,3%
O=C(Nc1ccncc1)Nc1ccc(F)c(Cl)c1,-11%,1%,6.2%,-31%,0.5,4%,i,-25%,2%
Cc1ccc(-c2nn(-c3ccccc3)cc2NC(=O)CCl)cc1,6%,1%,-2.3%,-106%,-0.3,1%,i,?,-7%
COC(=O)CCCC[C@@H]1O[C@H](CCc2ccccc2)Cc2[nH]c(=S)[nH]c(=O)c21,9%,.,-1.1%,.,0.6,.,i,.,.
COc1ccc([N+](=O)[O-])cc1NC(=O)c1ccccc1N(C)S(C)(=O)=O,16%,-2%,3.4%,4%,-0.6,-14%,i,4%,-13%
Nn1cc(-c2ccccc2)nc1SCC(=O)NCC1CCCO1 (stereo not given),-12%,1%,-0.2%,4%,-2.6,13%,i,7%,6%
CCC(=O)N1CCN(c2cc(N3CCN(C)CC3)c(F)cc2[N+](=O)[O-])CC1,-7%,-3%,-0.4%,-2%,-0.3,2%,i,-4%,-2%
CCCCSc1n[nH]c(=S)c2nc[nH]c12,8%,.,5.0%,-33%,-1.5,-11%,i,-5%,3%
Cc1ccc(C2/C(=C(\O)c3ccc4c(c3)OCCO4)C(=O)C(=O)N2Cc2cccnc2)cc1 (stereo not given),-7%,-5%,-0.9%,-7%,2.4,4%,i,2%,-6%
CCCCCCCCN1C(=O)[C@H](CC(=O)NCCCN2CCCC2=O)C[C@@]2(C(=O)OCC)CCCC=C12,-3%,.,6.3%,.,0.5,.,i,.,.
COc1cccc(CN(CC(=O)NCc2ccccc2)S(=O)(=O)CCl)c1,5%,0%,-0.2%,-14%&3%,1.2,8%,i,-10%&-2%,5%
CCc1ccc(NC(=O)Cn2c(=O)c3cccn3c3ccccc32)cc1,-9%&-16%,-1%,12%&20%,-34%&-13%,1.3,23µM*!,.,?,4%&2%
CN(CCCCCCN(C)Cc1ccccc1O)Cc1ccccc1O,-15%,-2%,-1.0%,-39%,-0.6,3%,i,-21%,?
COc1ccccc1CC(=O)N1CCN(c2ccccc2F)CC1,-1%,-3%,-0.3%,-3%,0.8,-13%,i,-16%,-3%
CC[C@H](C)[C@H](NC(=O)[C@H](Cc1ccc(O)cc1)NC(=O)[C@@H](N)C(C)C)C(=O)N[C@@H](Cc1cnc[nH]1)C(=O)N1CCC[C@H]1C(=O)N[C@@H](Cc1ccccc1)C(=O)O,-21%,0%,-0.3%,7%,-0.7,2%,i,-2%,-4%
C1=CC2c3ccccc3NC(c3ccncc3)C2C1 (stereo not given),2%,-1%,2.7%,-27%,0.3,-14%,i,-15%,-11%
CCOC(=O)c1cnc(SCC(=O)OC)nc1N,-1%,1%,0.4%,-5%,1.5,3%,i,-8%,-4%
COc1cccc(CNC(=O)c2ccccc2SCC(=O)N2CCCC2)c1,0%,-3%,-0.3%,-2%,-2.8,3%,i,-1%,8%
CCOC(=O)c1ccc2c(c1)N(Cc1cc(C)ccc1C)C(=O)c1ccccc1S2(=O)=O,-19%,.,-0.9%,1%,.,?,.,-14%,-10%
COC(=O)c1ccc(C2c3c(-c4ccccc4O)n[nH]c3C(=O)N2Cc2ccncc2)cc1 (stereo not given),-8%,.,4.3%,-31%,.,12%,.,-4%,-1%
CN(C)c1ccc(S(=O)(=O)N2CCCCC2)cc1NC(=O)CCNC(=O)c1ccc(Cl)cc1,1%,?,-0.1%,4%,-3.0,-4%,i,-3%,0%
O=C(NCc1ccco1)C1CC(c2cc(C(F)(F)F)cc(C(F)(F)F)c2)=NO1 (stereo not given),6%,1%,4.6%,1%,-1.4,12%,i,-28%,-1%
Cc1cc(C)n2nc(SCC(=O)N3CCOCC3)nc2n1,3%,2%,-2.9%,2%,1.1,0%,i,-1%,0%
COc1cc(NC(=O)C2CCCN(S(=O)(=O)c3ccc4c(c3)CCCC(=O)N4)C2)cc(OC)c1 (stereo not given),-7%,.,-0.5%,-5%,.,-27%,.,21%,4%
COc1ccc(N(C(=O)CCC(=O)Nc2cc(C)on2)C(C(=O)NC2CCCC2)c2ccco2)cc1 (stereo not given),10%,-1%,2.9%,8%,-1.2,1%,i,-1%,1%
CCS(=O)(=O)c1ccc2oc(SCC(=O)Nc3ccc(OC)c(OC)c3)nc2c1,-18%,0%,5.4%,-1%,1.1,12%,i,3%,8%
COc1ccc(C(C)=O)cc1CN1C(=O)NC(CC(C)C)C1=O (stereo not given),-7%,0%,-0.6%,-16%,0.8,-4%,i,-19%,-8%
CCC(C)n1c(SCC(=O)NCc2ccco2)nnc1-c1cccc(S(=O)(=O)N2CCOCC2)c1 (stereo not given),-3%[9.22 µM],1%,0.1%,8%,2.2,.,i,-2%,0%
O=C(COc1ccc(S(=O)(=O)N2CCCCC2)cc1)Nc1ccccc1F,6%,-2%,-0.6%,-6%,-2.0,-2%,i,-23%,-1%
CCc1ccccc1Nc1cc(C(=O)NC2CCC(C)CC2)c2ccccc2n1 (stereo not given),2%,.,1.3%,-22%,.,?,.,1%,6%
Cc1ccc(-c2noc(CNC(=O)c3ccc4c(c3)OCO4)n2)cc1,0%,0%,2.9%,-6%,-3.0,?,i,-6%,0%
CCOc1cccc(SCc2noc(C(=O)NCCOC)c2C(=O)O)c1,-11%,-1%,-0.3%,-11%,-2.1,1%,i,?,6%
CC(C)c1ccc(CNc2nc(-c3ccco3)nn2S(=O)(=O)c2ccccc2)cc1,-1%,.,4.5%,-15%,.,-2%,.,0%,-10%
O=C(CCC(=O)N(CC(=O)NC1CCCC1)Cc1cccs1)Nc1nccs1,1%,-1%,0.1%,5%,-3.0,-7%,i,-5%,1%
COc1ccc(/C(O)=C2/C(=O)C(=O)N(CC3CCCO3)C2c2ccc(OC)c(OC)c2)cc1 (stereo not given),0%,-1%,-1.6%,0%,-0.2,6%,i,-3%,2%
O=C(NCCc1c[nH]c2ccccc12)/C(=C\c1cccs1)NC(=O)c1ccccc1,9%,1%,-0.2%,-5%,-0.3,-12%,i,2%,-2%
Cc1ccc(NC(=O)C(Cc2ccccc2)NS(=O)(=O)c2ccc3c(c2)CCC(=O)N3)cc1 (stereo not given),-20%,.,0.2%,-12%,.,16%,.,-35%,2%
C=CCNC(=O)CCCC(=O)NCC=C,4%,1%,-0.7%,-3%,2.1,2%,-102%*,2%,-3%
CS/C(N)=N/S(=O)(=O)c1ccc(NC(C)=O)cc1,-2%,-3%,0.1%,-2%,-2.5,-2%,i,-9%,-1%
Cc1c(NC(=O)CSc2nnnn2-c2ccc(O)cc2)c(=O)n(-c2ccccc2)n1C,8%,1%,-0.5%,-1%,0.9,?,.,-2%,-5%
NC(=O)c1nsc(C(=O)N(CC(=O)NC2CCCC2)Cc2ccc3c(c2)OCO3)c1N,-16%,-1%,0.1%,7%&-12%,0.0,-16%&-8%,i,14%&6%,-2%&6%
O=C(COC(=O)c1ccccc1-n1cnnn1)c1ccc(F)c(F)c1,10%,1%,4.1%,-26%,-6.6,?,i,-8%,2%
CCC1(C)NC(c2ccc3c(c2)OCO3)=CC(c2ccccc2O)N1 (stereo not given),.,.,.,9%,.,6%,.,-10%,1%
CS(=O)(=O)N1CCN(CCN2C(=O)c3cccc4cccc(c34)C2=O)CC1,-21%,0%,2.4%,3%,-0.8,5%,i,3%,0%
COC(=O)c1sccc1S(=O)(=O)N1CCN(c2ccc(C(C)=O)cc2)CC1,-15%,.,5.2%,-32%,.,?,.,-2%,8%
CCC(C)(C)NC(=O)C(c1cccc(OC)c1OC)N(C(=O)CCC(=O)Nc1cc(C)on1)c1ccc2c(c1)OCCO2 (stereo not given),-13%,2%,-0.2%,1%,-3.6,-3%,i,13%,-13%
CCOC(=O)C1(Cc2cccc(OC)c2)CCCN(Cc2cnn(C)c2)C1 (stereo not given),-9%,-5%,0.0%,10%,-1.8,23%,i,5%,11%
COc1ccc(N2C(=O)CC(Sc3ncccc3C(=O)O)C2=O)cc1 (stereo not given),1%,0%,0.2%,-10%,0.7,6%,i,-8%,2%

# Screening results from PubChem.
